Source: PubChem
HCMV inh: inhibitors of human cytomegalovirus | HFF cells, HCMV-luciferase reporter, 72 h; stronger effect = lower value | activity change, negative = inhibition, % at 57.5 µM | 4.5% of 410,000 active; in the data active = activity change below about -60%; inconclusive = no clear call, values can overlap the other calls; inactive = above about -39%
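HFF cells seeded 16 h at 37C, treated with compounds, infected with luciferase-reporter HCMV at MOI 1 PFU/cell; luciferase read at 72 h post infection, normalized to buffer-only and Salinomycin controls.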
AmpC no deterg: blocks E. coli AmpC beta-lactamase in detergent-free assay. 0.52% of 330,000 active. AmpC nitrocefin hydrolysis, absorbance 480 nm, 0.0001% Triton. P00811. Potency, µM (doses to about 57.1 µM), for inactives: at the top dose activity change, negative = inhibition, hits mostly inhibitors;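 note: potency is the fitted concentration of half-maximal effect; plate controls were no compound for no effect and no enzyme for full effect; nearly all actives have a fitted effect of over 20% in size; some results filed as inactive show a strong effect at the top dose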
Target sequence (P00811 whole entry, looked up): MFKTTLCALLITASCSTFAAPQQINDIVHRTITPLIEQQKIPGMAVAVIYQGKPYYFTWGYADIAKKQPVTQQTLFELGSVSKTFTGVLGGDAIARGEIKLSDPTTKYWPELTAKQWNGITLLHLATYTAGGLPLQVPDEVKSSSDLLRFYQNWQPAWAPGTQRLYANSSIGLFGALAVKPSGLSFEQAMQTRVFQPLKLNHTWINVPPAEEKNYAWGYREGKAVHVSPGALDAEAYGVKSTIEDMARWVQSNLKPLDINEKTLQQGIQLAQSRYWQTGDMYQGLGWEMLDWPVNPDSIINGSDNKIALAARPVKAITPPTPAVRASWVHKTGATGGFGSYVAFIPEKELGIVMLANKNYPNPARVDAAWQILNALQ
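20 mM phosphate pH 7.0 + 0.01% (detergent screen) or 0.0001% Triton X-100; 5.3 nM AmpC reagent; cpd preinc 15 min RT; nitrocefin (800 uM stock) to start; A480 q20 s × 4 min; Activity was normalised to no-enzyme and no-compound control wells.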
HCV inh: blocks hepatitis C virus; Huh7.5.1 HCVcc-Cre infection, luciferase reporter, 44 h; Potency, µM (doses to about 41.8 µM), for the others: top-dose activity change, negative = inhibition, actives largely listed as inhibitors; 3.4% of 340,000 active; AID 651820; note: potency is the fitted concentration of half-maximal effect
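Reporter virus HCVcc-Cre (~0.5 moi) infects cells exposed to compound; seeding density 1,000 cells/well with 4 h settling beforehand. Luminescence, 15 sec read, taken 44 h post-infection following a 15 min RT substrate incubation.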
AmpC detergent: inhibitors of E. coli AmpC beta-lactamase with detergent; P00811; AmpC hydrolysis of nitrocefin, absorbance 480 nm, 0.01% Triton; Potency, µM (top dose mostly 114 µM), without a hit: at the highest dose activity change, negative = inhibition, actives largely listed as inhibitors; 0.041% of 370,000 active; AID 485294;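 note: potency is the fitted concentration of half-maximal effect; 0% = no-compound wells and -100% = no-enzyme wells; nearly all actives have a fitted effect of over 25% in size; some results filed as inactive show a strong effect at the top dose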
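20 mM phosphate pH 7.0 + 0.01% (detergent screen) or 0.0001% Triton X-100; 5.3 nM AmpC reagent; cpd preinc 15 min RT; nitrocefin (800 uM stock) to start; A480 q20 s × 4 min; Activity was normalised to no-enzyme and no-compound control wells.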
Tb PYK inh: T. brucei pyruvate kinase inhibition; TbPYK enzyme, Kinase-Glo Plus ATP luminescence, 45 min; Potency, µM (top dose mostly 76.8 µM), without a hit: at the top dose activity, negative = inhibition, usual class: inhibitors; 0.12% of 410,000 active; note: potency is the fitted concentration of half-maximal effect; nearly all actives have a fitted effect of over 50% in size
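Enzyme and substrate buffer are dispensed first and compound is pin-transferred. ADP at 130 uM final then starts the reaction, which runs 45 min at room temperature. Detection reagent is added for 10 min before luminescence is imaged.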
LmPK inh: inhibitors of Leishmania mexicana pyruvate kinase; purified LmPK, Kinase-Glo ATP luminescence, 1 h; Potency, µM (highest dose often 57.5 µM), for the others: top-dose activity change, negative = inhibition, hits mostly inhibitors; 0.37% of 290,000 active; AID 1721; note: potency is the fitted concentration of half-maximal effect
Target sequence (Q27686 whole entry, looked up): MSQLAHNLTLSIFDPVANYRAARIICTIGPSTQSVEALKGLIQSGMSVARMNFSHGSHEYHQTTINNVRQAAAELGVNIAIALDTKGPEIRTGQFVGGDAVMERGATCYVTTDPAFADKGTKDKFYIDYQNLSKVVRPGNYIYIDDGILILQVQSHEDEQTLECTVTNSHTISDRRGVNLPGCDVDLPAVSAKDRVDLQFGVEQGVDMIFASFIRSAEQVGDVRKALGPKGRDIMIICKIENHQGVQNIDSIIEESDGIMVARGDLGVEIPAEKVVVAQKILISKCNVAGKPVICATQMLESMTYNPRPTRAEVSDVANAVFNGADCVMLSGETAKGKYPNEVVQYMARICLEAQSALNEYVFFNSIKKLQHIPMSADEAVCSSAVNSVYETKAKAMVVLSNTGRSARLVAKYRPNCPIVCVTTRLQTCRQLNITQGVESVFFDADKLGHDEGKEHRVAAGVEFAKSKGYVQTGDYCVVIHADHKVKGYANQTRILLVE
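Screened at intermediate enzyme activity to detect both inhibitors and activators: LmPK at 0.1 nM, with a 0.5 nM enzyme column as activation reference. PEP 0.5 mM, ADP 0.1 mM; ATP detected by luminescence after 1 h.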
AMA1 RON2 block: disrupts binding of P. falciparum AMA1 to RON2. AlphaScreen AMA1-biotinylated RON2 peptide binding. Potency, µM (doses to about 58.2 µM), inactives show at the highest dose activity change, negative = inhibition, actives largely listed as inhibitors. 0.2% of 360,000 active. AID 720542;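 note: potency is the fitted concentration of half-maximal effect; 0% = vehicle wells and -100% = peptide control; nearly all actives have a fitted effect of over 45% in size; some results filed as inactive show a strong effect at the top dose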
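AMA1 (3D7) with his tag at 25 nM final met compounds first, then biotinylated RON2 peptide at 25 nM; detection used donor plus acceptor beads, 10 µg/mL apiece, read by AlphaScreen after 30 min at room temperature.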
* = called active by the depositor; ? = inconclusive; / = no result given; & = joins results of further samples; [ ] = dose if it differs, or a comment. Unless noted, calls come from the whole dose curve; as a rule, active = well fitted curve in the direction sought with a large enough effect; inconclusive = small, poorly fitted or top-dose-only effect, or another doubt; inactive = no such curve, though single readings can be large; an effect the other way counts as inactive or inconclusive. Unless noted, % is set by controls: 0 for no effect and ±100 for the full control effect.

SMILES	HCMV inh	AmpC no deterg	HCV inh	AmpC detergent	Tb PYK inh	LmPK inh	AMA1 RON2 block
COc1ccc(NC(=O)NCCc2c(C)nn(C)c2C)c(OC)c1	-10	/	/	-3%	-1%	/	/
CC(C)C(=O)Nc1cccc(C(=O)Nc2nnc(C(C)(C)C)s2)c1	31	-12%	-29%	-7%	-2%	4%	7%
N#Cc1ccc(-c2nc3ccc(Br)cn3c2Cc2ccsc2)cc1	31	/	/	/	-2%	/	17%
Cc1nc2ncnn2c(C)c1Cc1cccc(C(F)(F)F)c1	-34	1%	7%	?	0%	-6%	4%
COc1ccc(NC(=S)N2CCC(c3nc4ccccc4o3)CC2)c(OC)c1	-12	4%	4%	1%	0%	-4%	-8%
CCC1(c2ccccc2)SC(N)=NC1=O (stereo not drawn)	-30	/	14%	/	2%	/	24%
CCc1ccc(NC(=O)COC(=O)CCCC2=NS(=O)(=O)c3ccccc3N2)cc1	-30&21	-29%	32%[activator]	2%&1%	-4%&-5%	4%	-1%
COc1ccc2[nH]c(C(=O)NCc3ccccc3)cc2c1	2	-22%	0%	4%	-16%	-9%	0%
COc1ccc(N=Cc2c[nH][nH]c2=O)cc1	21	-13%	0%	?	-7%	-7%	0%
COCCn1nnnc1C(c1ccc(OC)cc1OC)N1CCN(c2ccccc2)CC1 (stereo not drawn)	83	123%[activator]	9%	7%	3%	3%	-13%
COc1ccc(C2=NNC(c3cc(Cl)cc4c3OCOC4)C2)c(O)c1 (stereo not drawn)	/	17%	/	-4%	/	0%	/
CCCNC(=O)COC(=O)c1ccccc1C(=O)N(C)C1CCCCC1	?	-3%	2%	1%	2%	-2%	0%
COc1ccccc1CNc1nc(NC(C)C)nc2ccsc12	-15	/	/	/	-2%	/	-7%
CC(=O)c1ccc(NC(=O)c2ccc(COc3ccccc3[N+](=O)[O-])o2)cc1	-38	-18%	-8%	2%	2%	-2%	-4%
COc1ccc(/C(C)=N/NC(=O)c2nnn(-c3nonc3N)c2CN(C)c2ccccc2)cc1	?	-53%	1%	-1%	3%	8%	2%
O=C(Nc1nnc(-c2cccs2)o1)c1ccco1	-6	-16%	4%	-13%	-24%	-12%	67%[activator]
Cc1cn([C@H]2C[C@H](O)[C@@H](CNC=O)O2)c(=O)[nH]c1=O	-7	/	/	/	-8%	/	-4%
COc1ccccc1OCC(=O)NNC(=S)NC(=O)c1ccco1	26	-1%	1%	2%	-15%	1%	31%[activator]
COc1ccc(CN2CCNC(=O)C2CC(=O)N(C)C2CCOCC2)c(F)c1 (stereo not drawn)	-4	-1%	7%	?	1%	3%	32%[activator]
CC(Oc1cccc(Cl)c1)C(=O)Nc1cc(S(=O)(=O)N2CCCCC2)ccc1N1CCOCC1 (stereo not drawn)	0	11%	?	-1%	-8%	/	-13%
Cc1ccc(NC(=O)Cc2ccc(-c3ccccc3)cc2)nc1	64	-41%	?	3%	-2%	-2%	-4%
COc1ccc2oc(C(F)(F)C(F)(F)F)cc(=O)c2c1	-13	-17%	-7%	-13%	-6%	3%	25%
C=CC[C@H](CC(=O)OC(C)(C)C)C(=O)OC[C@H]1CCCN1C(=O)[C@H](CC=C)CC(=O)N(CCO)Cc1ccccc1	-6	263%[activator]	-3%	/	-1%	/	16%
O=C(CCc1nnc2ccc(NCc3ccccc3Cl)nn12)NC1CCCC1	-31	-14%	6%	-14%	-5%	-1%	46%[activator]
CCc1ccc2[nH]c(=O)c(C(c3nnnn3CCOC)N3CCN(c4ccccc4F)CC3)cc2c1 (stereo not drawn)	-16	-5%	16%&-24%	0%	-6%	-3%	0%

Additional records follow.
SMILES	HCMV inh	AmpC no deterg	HCV inh	AmpC detergent	Tb PYK inh	LmPK inh	AMA1 RON2 block
COC(=O)c1cc(C(=O)OC)cc(N2C(=O)CC(NNC(=O)c3ccccc3Cl)C2=O)c1 (stereo not drawn)	-8	-3%	36%[activator]	5%	3%	-3%	-16%
O=C(CCC(=O)Nc1nnc(C2CCCCC2)s1)NCc1cccs1	-18	-12%	3%	2%	6%	1%	-8%
COc1cc(C(=O)NCC(c2cccs2)S(=O)(=O)c2ccc(F)cc2)cc(OC)c1OC (stereo not drawn)	0	/	/	-3%	1%	/	/
CC(C)c1cc(C(=O)N/N=C/c2ccco2)n[nH]1	36	-12%	9%	-1%	-11%	-15%	102%[activator]
O=C(CN(Cc1ccc2c(c1)OCO2)C(=O)c1cnsn1)NC1CCCC1	8	-14%	-5%	?	0%	5%	0%
Cc1ccc(S(=O)(=O)CCC(=O)Nc2ccc(F)cc2)cc1	-21	-12%	14%	6%	-1%	2%	-2%
CCOc1ccc(NC(=O)c2nnn(CC(=O)Nc3ccccc3OC)c2N)cc1	12	-2%	?	-3%	3%	3%	12%
Cc1ccn2cc(-c3cccc(S(=O)(=O)N4CCCCC4)c3)nc2c1	0	12%	?	-6%	-6%	-5%	-11%
CCc1ccccc1Nc1ncnc2c1cnn2-c1ccc(C)cc1C	20	/	/	11%	0%	/	/
CC1CN(Cc2cnc(Cl)s2)CC(C)O1 (stereo not drawn)	8	-8%[2.29 µM]	17%	?	-4%	0%	-14%
COc1cnc(-c2ccccn2)nc1Oc1ccc(Cl)cc1	-29	93%[activator]	?	-12%	0%	5%	10%
CCOCCc1nn2c(=O)cc(COC(=O)c3ccco3)nc2s1	-1	/	/	-3%	1%	/	/
O=C(Nc1ccc[n+](CC(=O)c2cccc3ccccc23)c1)c1ccccc1	?	36%	?	3%	-7%	-1%	5%
CCCn1nnc(NC(=O)Cc2ccccc2)n1	27	-18%	3%	?	0%	2%	0%
COC(=O)Nc1ccc(N=C(N)N[N+](=O)[O-])cc1	-4	-13%	29%	6%	5%	13%	-5%
CC(C(=O)Nc1ccc(F)c(Cl)c1)N1Cc2ccccc2C1=O (stereo not drawn)	2	/	/	16%	3%	/	/
Cc1ccc(CN2CC(C(=O)Nc3ccccc3N3CCCC3)CC2=O)cc1 (stereo not drawn)	-19	23%	-16%	-21%	2%	/	7%
CCOC(=O)c1c(-c2ccccc2Cl)csc1NC(=O)CSc1nc(C)cc(=O)[nH]1	?	-55%	23%	-21%	-12%	5%	-6%
COc1cccc(OC)c1C(=O)Nc1sc2c(c1C(N)=O)CCN(Cc1ccccc1)C2	-7	70%[activator]	-6%	-11%	0%	5%	-17%
CCn1c(O)c(C(C#N)=C2N=c3ccccc3=N2)c2ccccc21	22	-30%	5%	2%	4%	-4%	2%
Cc1ccc(C(=O)NC(C)c2ccccc2)cc1S(=O)(=O)N1CCOCC1 (stereo not drawn)	-20	15%	5%	?	-5%	0%	-6%
O=C1CCCC(O)=C1C=NCCc1ccccc1	-21	-23%	9%	-3%	-4%	4%	4%
COc1ccc(-n2nnnc2SCC(=O)Nc2ccccc2N2CCOCC2)cc1	6	20%	4%	-9%	-2%	5%	1%
COc1ccc(S(=O)(=O)N2CCN(C(=O)[C@@H]3CCCN3C(=O)c3cccs3)CC2)cc1	-23	-5%	11%	-10%	5%	/	-26%
O[Si](CCCN1CCCCC1)(c1ccc(F)cc1)C1CCCCC1 (stereo not drawn)	-18	36%	?	-6%	5%	/	-18%

Next results.
SMILES	HCMV inh	AmpC no deterg	HCV inh	AmpC detergent	Tb PYK inh	LmPK inh	AMA1 RON2 block
CC1CN(C2=Nc3cccc4cccc2c34)CC(C)O1 (stereo not drawn)	-13	-8%	-1%	1%	0%	2%	0%
CCn1c(=O)cc(SCC(=O)NCCc2ccc(Cl)cc2)c2ccccc21	9	/	/	?	-9%	/	/
CCN1/C(=C2/SC(=S)N(C)C2=O)C=Cc2cc(C)ccc21	-22	/	13%	/	-4%	/	-2%
Cc1ccnc(N/N=C/c2ccco2)n1	61	-3%	3%	-6%	0%	-1%	36%[activator]
CCCc1nnc(-c2cc(OC)c(OC)c(OC)c2)o1	-4	-4%	-1%	?	-8%	2%	-3%
C[C@@H]1CN([C@H](C)CO)C(=O)c2cc(NC(=O)Nc3ccc(C(F)(F)F)cc3)ccc2O[C@H]1CN(C)S(=O)(=O)c1ccc(Cl)cc1	-76*	38%	?	/	4%	/	7%
Cc1ccc(N2C(=O)C3C4C=CC(CNC(=S)Nc5cccc(Cl)c5)(O4)C3C2=O)cc1 (stereo not drawn)	?	?	4%	-5%	-4%	2%	0%
COc1ccc(NC(=O)COC(=O)c2c(-c3ccccc3)noc2C)cc1	-33	-14%	?	3%	4%	1%	13%
C=CCOc1ccccc1NC(=O)CN1C(=O)CNC1=O	59	-6%	7%	-3%	0%	0%	-7%
COc1ccc(NC(=O)Cn2cc(S(=O)(=O)N3CCN(c4ccccc4F)CC3)c3ccccc3c2=O)cc1Cl	23	/	/	9%	7%	/	/
COc1cccc(C(=O)Nc2nc(-c3ccc4c(c3)OCO4)cs2)c1	10	-94%	-10%	?	1%	-7%	-14%
COCCn1c(SCc2nc(N)nc(Nc3ccccc3C)n2)nc2ccccc2c1=O	-9	37%	?	5%	-3%	-3%	5%
CCCOc1ccc(C2C3=C(CCCC3=O)N(CC(=O)O)C3=C2C(=O)CCC3)cc1OCC	-6	-21%	16%	-20%	-13%	4%	-3%
Cc1ccc(C)c(CN2C(=O)c3ccccc3S(=O)c3ccc(C(=O)N4CCN(c5cccc(Cl)c5)CC4)cc32)c1 (stereo not drawn)	-32	/	/	19%	-6%	/	/

2 entries from above, with values under each structure:
The line under a structure holds: HCMV inh, AmpC no deterg, HCV inh, AmpC detergent, Tb PYK inh, LmPK inh, AMA1 RON2 block
COc1cnc(-c2ccccn2)nc1Oc1ccc(Cl)cc1
 : -29, 93%[activator], ?, -12%, 0%, 5%, 10%
CCOCCc1nn2c(=O)cc(COC(=O)c3ccco3)nc2s1
 : -1, /, /, -3%, 1%, /, /

6 records drawn at random from the list so far, as already listed:
SMILES	HCMV inh	AmpC no deterg	HCV inh	AmpC detergent	Tb PYK inh	LmPK inh	AMA1 RON2 block
COCCn1nnnc1C(c1ccc(OC)cc1OC)N1CCN(c2ccccc2)CC1 (stereo not drawn)	83	123%[activator]	9%	7%	3%	3%	-13%
Cc1ccc(C)c(CN2C(=O)c3ccccc3S(=O)c3ccc(C(=O)N4CCN(c5cccc(Cl)c5)CC4)cc32)c1 (stereo not drawn)	-32	/	/	19%	-6%	/	/
CCCc1nnc(-c2cc(OC)c(OC)c(OC)c2)o1	-4	-4%	-1%	?	-8%	2%	-3%
O=C(CCc1nnc2ccc(NCc3ccccc3Cl)nn12)NC1CCCC1	-31	-14%	6%	-14%	-5%	-1%	46%[activator]
CCC1(c2ccccc2)SC(N)=NC1=O (stereo not drawn)	-30	/	14%	/	2%	/	24%
CCc1ccc2[nH]c(=O)c(C(c3nnnn3CCOC)N3CCN(c4ccccc4F)CC3)cc2c1 (stereo not drawn)	-16	-5%	16%&-24%	0%	-6%	-3%	0%
